Assay outcomes deposited in PubChem BioAssay by National Center for Advancing Translational Sciences (NCATS).
TDP-43 yeast inh = rescues yeast growth from TDP-43 toxicity; TDP-43 expressing yeast growth rescue, BacTiter-Glo, 24 h; Potency, µM (series often up to 46.1 µM), for the others: at the highest dose growth rescue (activation), most hits filed as activators; actives 1.8% (n = 410,000); AID 652104; also: potency is read from the fitted curve at half-maximal effect; % of control where 0% means no effect; nearly all actives have a fitted effect of over 50% in size
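Readout is BacTiter-Glo luminescence of cell growth, so inhibitors register as activators. TDP-43-expressing yeast at OD600=0.02 in galactose medium, after raffinose pregrowth to mid-log, were incubated with compound for 24 hr at 30 deg C.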
FUS yeast rescue = rescues growth of FUS-expressing yeast | S. cerevisiae FUS-expressing, growth rescue, OD600, 24 h | Potency, µM (top dose mostly 76.6 µM), without a hit: at the top dose growth rescue (activation), hits mostly activators | actives 0.24% (n = 390,000) | AID 1347120;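 also: potency is read from the fitted curve at half-maximal effect; plate controls were DMSO vehicle for no effect and reference control for full effect; nearly all actives have a fitted effect of over 55% in size; some results filed as inactive show a strong effect at the top dose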
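S. cerevisiae expressing FUS from galactose induction served as the toxicity model. Growth after 24hr at 30C, read as absorbance at 600 nm, indicates suppression of toxicity; compounds dosed at several concentrations.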
EPAC2 antag = antagonists of human EPAC2 | Q8WZA2 | EPAC2 GEF exchange of Rap1B-BODIPY-GDP, fluorescence | Potency, µM (doses to about 114 µM), for the others: top-dose activity, negative = inhibition, usual class: inhibitors | actives 0.18% (n = 360,000); also: potency is read from the fitted curve at half-maximal effect; % is scaled to controls: 0 for no effect and ±100 for the full control effect; nearly all actives have a fitted effect of over 45% in size; many of its hits are not listed in these tables
DRD3 antagonist = antagonists of human D3 dopamine receptor | max response, negative = inhibition, % | actives 2.5% (n = 360,000) | D3R cells, DiscoveRx beta-arrestin luminescence, antagonist mode; stronger effect = lower value; in the data active = max response below about -50%; inconclusive = no clear call, values can overlap the other calls; also: % is scaled to controls: 0 for no effect and ±100 for the full control effect; mostly tested at two doses, the higher about 12 µM
Target sequence (P35462 whole entry, looked up): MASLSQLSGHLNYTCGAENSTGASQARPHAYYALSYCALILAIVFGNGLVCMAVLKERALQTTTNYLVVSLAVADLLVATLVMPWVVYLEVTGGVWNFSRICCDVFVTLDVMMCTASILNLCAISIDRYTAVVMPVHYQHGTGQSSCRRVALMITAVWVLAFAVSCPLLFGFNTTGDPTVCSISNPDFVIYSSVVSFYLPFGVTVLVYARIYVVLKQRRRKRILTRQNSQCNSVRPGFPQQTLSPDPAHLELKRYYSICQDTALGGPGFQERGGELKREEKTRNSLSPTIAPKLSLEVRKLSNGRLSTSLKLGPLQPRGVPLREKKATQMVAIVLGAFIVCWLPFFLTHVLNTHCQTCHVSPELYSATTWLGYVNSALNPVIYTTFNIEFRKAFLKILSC
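Cells expressing the human receptor were seeded at 1500 cells/well, incubated overnight at 37 degrees C in 5% CO2, then exposed to library compounds with dopamine controls for 90 minutes at 37 degrees C before luminescent detection.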
Abeta yeast res = compounds reversing amyloid beta toxicity in yeast; yeast expressing A-beta42, growth rescue, OD600, 48 h; response scale: 0% DMSO, 100% iron-clioquinol control; Potency, µM (series often up to 46.1 µM), for the others: at the highest dose growth rescue, hits mostly activators; actives 0.063% (n = 410,000); also: potency is read from the fitted curve at half-maximal effect; nearly all actives have a fitted effect of over 55% in size
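Yeast A-beta toxicity model in growth medium with pinned compounds, 48 h at 30 C; growth read as absorbance at 600 nm. Normalized to FeCl3/clioquinol equimolar mix (positive) and DMSO (negative).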
aSyn rescue = inhibitors of alpha-synuclein toxicity in yeast. actives 0.14% (n = 370,000). Potency, µM (top dose mostly 46.1 µM), for inactives: at the highest dose growth rescue (activation), most hits filed as activators. Yeast expressing alpha-synuclein, growth rescue, BacTiter-Glo, 24 h. AID 652106; also: potency is read from the fitted curve at half-maximal effect; % of control where 0% means no effect; nearly all actives have a fitted effect of over 65% in size
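Rescue of yeast growth: cells expressing toxic alpha-synuclein, induced in galactose at OD600 0.02, incubated with compound 24 h at 30 C. ATP luminescence quantified growth; inhibitors of toxicity appear as activators.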
EPAC2 ag = EPAC2 (human) agonism; Q8WZA2; EPAC2 activation, biochemical qHTS; response scale: 100% = 6.5 mM cAMP response; Potency, µM (highest dose often 154 µM), for the others: at the highest dose activation, most hits filed as activators; actives 0.079% (n = 360,000); AID 720711; also: potency is read from the fitted curve at half-maximal effect; nearly all actives have a fitted effect of over 50% in size
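Nucleotide exchange monitored as fluorescence drop when BODIPY-GDP leaves Rap1B. Reaction: 100 nM EPAC2, 250 nM RAP1B-BODIPY-GDP, 50 uM GDP, room temperature, kinetic read over 30 min. Activity expressed relative to 6.5 mM cAMP.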
DRD3 agonist = activates the human D3 dopamine receptor | actives 0.58% (n = 410,000) | max activation, % | D3R DiscoveRx beta-arrestin cells, luminescence, 90 min | P35462; in the data active = max activation above about 30%; also: 0% is about no effect; mostly tested at two doses, the higher about 12 µM
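Agonist mode: compounds and dopamine controls were applied to plated cells for 90 min at 37 degrees C after an overnight attachment at 1500 cells/well. Luminescent read-out followed 30 - 60 minutes at room temperature with DiscoveRx detection reagent.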
* marks the source's active call; other numbers are inactive results; ? = inconclusive; . = not tested or not shown; & = joins results of further samples; [ ] = remark or other dose. Unless noted, calls follow the shape of the dose curve; as a rule, active = well fitted curve in the direction sought with a large enough effect; inconclusive = small, poorly fitted or top-dose-only effect, or another doubt; inactive = no such curve, though single readings can be large; an effect the other way counts as inactive or inconclusive. Only part of the results is shown, so the mix of outcomes need not match the whole.

SMILES	TDP-43 yeast inh	FUS yeast rescue	EPAC2 antag	DRD3 antagonist	Abeta yeast res	aSyn rescue	EPAC2 ag	DRD3 agonist
COc1ccc(CCNC(=O)C2CCCN(c3nc4c(C)cc(C)cc4s3)C2)cc1OC (stereo unspecified)	?	-13%	.	.	3%	.	.	10
CCOC(=O)N1CCC(C(=O)NNC(=O)c2ccc(Cl)cc2Cl)CC1	8%	-1%	-1%	3	2%	0%	3%	-10
Cc1ccc(S(=O)(=O)N(C)c2ccc(OC(=O)c3ccc(=O)[nH]c3)cc2)cc1	-4%	6%	-11%	-12	5%	6%	12%	-2
Fc1ccccc1NC(=S)Nc1ccc(Br)cc1	13µM*	-10%	-17%	-17	-26%	-41%[inhibitor]	1%	-11
Cn1c(=O)[nH]c(=O)c2c1nc(NC1CCCCC1)n2CCO	21%	-8%	6%	-10	-19%	-2%	14%	-6
C=CCn1c(SCc2csc(-c3ccc(C)cc3)n2)nnc1-c1ccccc1OC	3%	.	-14%	-29	-49%[inhibitor]	-2%	3%	1
CC(=O)NCc1ccc(S(=O)(=O)N/N=C/c2ccc(Br)cc2)cc1	-5%	6%	4%	?	-9%	3%	2%	-11
COc1ccc(C)cc1S(=O)(=O)N(C)CC(=O)N1CCCCCC1	-17%	22%	9%	-12	4%	13%	5%	-14
Cc1ccc(NC(=O)c2nc[nH]c2C(=O)N2CCOCC2)c(C(=O)c2ccccc2)c1	-5%	18%	5%	3	5%	-1%	-3%	-9
CCN(CC(=O)Nc1ccc(OC)cc1)C(=O)c1ccccc1Sc1ccccc1C#N	-20%	18%	-9%	8	29%	7%	13%	1
CC1CCC(NC(=O)CNC(=O)c2ccc3ccccc3c2)CC1 (stereo unspecified)	-19%	-14%	13%	-70*	0%	0%	-6%	-33
CC(OC(=O)C1CCN(c2ccc(C(F)(F)F)cn2)CC1)C(=O)NC1CCCCC1C (stereo unspecified)	-4%	.	7%	-2	-10%	-5%	-11%	-17
COCCc1nn2c(=O)cc(COC(=O)c3cc(OC)c(OC)c(OC)c3)nc2s1	-8%	11%	1%	8	4%	-5%	-2%	5
c1ccc(-n2cnc3ccccc32)nc1	25%	-15%	4%	4	8%	4%	10%	0
CCn1nc(NC(=O)c2cccnc2)c2cc3cccc(C)c3nc21	-8%	-7%	2%	-7	4%	-7%	1%	-4
OC[C@@H]1[C@@H](c2ccccc2)C(c2ccccc2)=NN1c1ccccc1	13µM*	20%	?	-11	?	?	10%	10
O=C(NC1CCCCC1)C(c1ccco1)N(C(=O)C(F)(F)F)C1CC1 (stereo unspecified)	-5%	20%	15%	23	10%	-5%	3%	2
COC(=O)c1cc(Br)c(=O)n(CCN2CCCC2)c1	2%	14%	-4%	0	2%	0%	2%	-1
O=C1NCCN1c1ncc([N+](=O)[O-])s1	0%	-31%	3%	35	-15%	2%	-3%	4&1
C=CCOc1cc(OC)c(OC)c(OC)c1	13%	-8%	-10%	13	7%	-5%	-2%	20

The last 3 entries of the section above open the next one.
SMILES	TDP-43 yeast inh	FUS yeast rescue	EPAC2 antag	DRD3 antagonist	Abeta yeast res	aSyn rescue	EPAC2 ag	DRD3 agonist
COC(=O)c1cc(Br)c(=O)n(CCN2CCCC2)c1	2%	14%	-4%	0	2%	0%	2%	-1
O=C1NCCN1c1ncc([N+](=O)[O-])s1	0%	-31%	3%	35	-15%	2%	-3%	4&1
C=CCOc1cc(OC)c(OC)c(OC)c1	13%	-8%	-10%	13	7%	-5%	-2%	20
CC1CCCC(C)N1C(=O)CSc1ncccn1 (stereo unspecified)	-2%	-7%	5%	-3	-1%	0%	4%	9
COc1ccc(Nc2ncnc3scc(-c4ccc(OC)cc4)c23)cc1	22µM*	.	-7%	21	-20%	1%	9%	0
CC12CN(C(=O)c3ccco3)CC(c3ccccc3)(CN(C(=O)c3ccco3)C1)C2=O	8%	9%	-1%	-20	6%	3%	1%	3
COc1cc2ccccc2cc1C(=O)OCC(=O)N(C)c1c(N)n(Cc2ccccc2)c(=O)[nH]c1=O	22%	7%	17%	25	2%	18%	6%	6
Cc1ccc(C(=O)CCC(=O)Nc2cccc(C)c2)cc1	-6%	2%	11%	-13	-3%	1%	0%	-8
Cc1nc(C)c(C(=O)N/N=C/c2cn(C)c3ccccc23)s1	16%	12%	14%	-3	18%	2%	0%	-1
O=C(c1nn2c(C(F)(F)F)cc(-c3cccs3)nc2c1Cl)N1CCCc2ccccc21	-7%	.	-2%	-12	-3%	3%	-8%	-7
O=C(NCCN1CCN(c2cccc(Cl)c2)CC1)c1cccn2c(=O)c3ccccc3nc12	-14%	-7%	-4%	-10	2%	-2%	8%	1
COCCN(CC(=O)Nc1cccc(C)c1C)C(=O)Cc1sc(C)nc1-c1ccc(F)cc1	17%	.	-2%	?	5%	0%	13%	6
O=C(Nc1ccc(Cl)cc1F)C1CC(=O)N(Cc2ccco2)C1 (stereo unspecified)	9%	26%	-14%	-10	25%	-5%	8%	-2
Cc1ccc(OCC(=O)Nc2nnc(S(=O)(=O)N3c4ccccc4CC3C)s2)cc1 (stereo unspecified)	20%	9%	.	.	-6%	.	.	-3
CCN1CCN(S(=O)(=O)c2ccc(C(=O)Nc3sc4c(c3C(N)=O)CCN(CC)C4)cc2)CC1	-5%	14%	1%	-7	-12%	-5%	-3%	11
Cc1nc2c(C)cccn2c1/C(O)=C1\C(=O)C(=O)N(CCN(C)C)C1c1ccccc1 (stereo unspecified)	7%	-19%	2%	-5	4%	-1%	5%	-18
COC(=O)c1ccccc1NC(=O)CNC(=O)c1ccco1	5%	-30%	1%	0	4%	-2%	5%	-5
O=C(NCc1ccccc1C(F)(F)F)c1cccc2c1C(=O)c1ccc(N3CCOCC3)cc1S2(=O)=O	4%	2%	10%	73	-22%	-5%	-11%	38*
CCOc1cccc(C(=O)NC(c2ccccc2)C(C)C)c1 (stereo unspecified)	-1%	-3%	-7%	4	11%	-5%	-7%	11
CCOC(=O)C(Cc1ccccc1)NC(=O)CCCC(=O)c1ccccc1 (stereo unspecified)	7%	-24%	0%	-28	-10%	13%	-3%	-12
O=C(c1cn[nH]c1)c1cc(F)ccc1O	5%	16%	-4%	-23	-8%	-3%	2%	-11
COCCNC(=O)C1CCCN(C(=O)c2ccc3ccccc3n2)CC1 (stereo unspecified)	8%	-14%	-3%	0	-21%	-3%	15%	54*
CCN(CC)CCN1C(=O)C(O)=C(C(=O)c2ccco2)C1c1ccccn1 (stereo unspecified)	4%	7%	-3%	7	8%	-2%	-6%	-4
COC(=O)N/N=C/c1ccc([N+](=O)[O-])s1	?	.	-9%	?	-95%[inhibitor]	-60%[inhibitor]	9%	-3
CCC(Sc1nc(=O)cc(N)n1-c1ccccc1)C(=O)Nc1cc(C)on1 (stereo unspecified)	-11%	12%	-2%	-12	-16%	0%	10%	-8
CCOc1ccc(-c2cn(-c3ccc(OC)cc3)c(SC)n2)cc1	13µM*	23%	-10%	22	10%	7%	14%	-1
CCOC(=O)N1CCC(Nc2c([N+](=O)[O-])cc(C(=O)O)cc2[N+](=O)[O-])CC1	2%	-12%	-3%	1	-1%	5%	9%	1
CCn1c2ccccc2c2cc(/C=N/NC(=O)c3ccccc3)ccc21	11µM*	?	0%	-18	-1%	5%	5%	-13
CC(=O)c1c(C)n(-c2ccc(Cl)cc2)c2ccc(OC(=O)COc3ccccc3)cc12	4%	3%	.	.	-9%	.	.	-3
O=C(CN1CCOCC1)Nc1ccccc1	-16%	25µM*	-11%	-12	-4%	-3%	-4%	1
CCOC(=O)c1c(NC(=O)c2cccc(N3C(=O)CCC3=O)c2)sc(C)c1C	-16%	25%	-2%	4	-9%	-2%	1%	7
COc1ccccc1-n1c(SCC(=O)Nc2ccccc2F)nc2[nH]ncc2c1=O	-19%	21%	6%	6	10%	-1%	-13%	-8
Cc1ccc(C(=O)NC(Cc2cccc(F)c2)C(=O)O)cc1 (stereo unspecified)	-6%	-4%	-4%	-26	-4%	-2%	13%	0
CC(C)(C)C(=O)Nc1ccc(/C=C/C(=O)c2ccco2)cc1	?	21%	-1%	8	-6%	3%	0%	4
COc1ccc(N2CC(NC(=O)Cc3cccs3)CC2=O)cc1 (stereo unspecified)	-1%	15%	.	.	-19%	.	.	-24
CCOc1ccc(C(=O)NCCc2sc(-c3cccc(F)c3)nc2C)cc1OCC	0%	11%	.	.	-12%	.	.	11
CC(C)CN(C(=O)c1cccc(S(=O)(=O)N2CCN(Cc3ccccc3)CC2)c1)C1CCS(=O)(=O)C1 (stereo unspecified)	-3%	9%	-31%	8	-11%	-1%	-1%	2
O=C(N/N=C/c1ccco1)C1CC1(c1ccccc1)c1ccccc1 (stereo unspecified)	16%	.	4%	2	7%	17%	-4%	4
Cc1c(C(=O)NCC2CCCO2)sc2nc(-c3ccccc3)cn12 (stereo unspecified)	19%	6%	-3%	18	-3%	0%	16%	4
O=C(O)C1(c2ccccc2)CCN(S(=O)(=O)c2ccc(F)c(F)c2)CC1	-15%	14%	1%	2	1%	15%	9%	2
COC(=O)c1ccc(NC(=O)C(=O)N2CCN(C(=S)Nc3ccc(C)cc3)CC2)cc1	6%	.	-6%	11	15%	7%	-16%	-4
Cn1c(CC2C(=O)Nc3ccc(Br)cc32)nc2ccccc2c1=O (stereo unspecified)	-57%[inhibitor]	.	38%[activator]	5	-34%[inhibitor]	-3%	6%	-2
CCN(CC1CCCO1)C(=O)c1cc(COc2ccc(F)cc2F)on1 (stereo unspecified)	3%	.	13%	20	-7%	8%	3%	6
Oc1ccc(-c2nnc(Nc3ccccc3)c3ccccc23)cc1	-11%	-27%	3%	-17	-4%	16%	20%	-4
CCOc1ccccc1N(CC(=O)NC1CCCCC1)S(C)(=O)=O	18%	22%	10%	11	4%	-8%	-1%	3
CCS(=O)(=O)CCSc1nc(-c2ccc(Br)cc2)cc(-c2ccccc2)c1C#N	6%	5%	.	.	-17%	.	.	-17
